GPR151 activ – activates the human receptor GPR151; Q8TDV0; PathHunter beta-arrestin GPR151 cells, luminescence; AID 1508602; activation, % at 11.2 µM; 650,000 tested, 1% active; in the data active means activation above about 4.9%;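 further: 0% = median of compound wells and 100% = cells with positive control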
FBW7 activator – activators of human E3 ligase FBW7. 650,000 tested, 0.13% active. normalized activity (activation), % at 26.1 µM. Q969H0. AlphaScreen FBW7–phospho-cyclin E peptide binding, activator screen; in the data active means normalized activity above about 1.9%;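 further: purified mutant Fbw7 with reduced substrate affinity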
Target sequence (Q969H0 whole entry, looked up): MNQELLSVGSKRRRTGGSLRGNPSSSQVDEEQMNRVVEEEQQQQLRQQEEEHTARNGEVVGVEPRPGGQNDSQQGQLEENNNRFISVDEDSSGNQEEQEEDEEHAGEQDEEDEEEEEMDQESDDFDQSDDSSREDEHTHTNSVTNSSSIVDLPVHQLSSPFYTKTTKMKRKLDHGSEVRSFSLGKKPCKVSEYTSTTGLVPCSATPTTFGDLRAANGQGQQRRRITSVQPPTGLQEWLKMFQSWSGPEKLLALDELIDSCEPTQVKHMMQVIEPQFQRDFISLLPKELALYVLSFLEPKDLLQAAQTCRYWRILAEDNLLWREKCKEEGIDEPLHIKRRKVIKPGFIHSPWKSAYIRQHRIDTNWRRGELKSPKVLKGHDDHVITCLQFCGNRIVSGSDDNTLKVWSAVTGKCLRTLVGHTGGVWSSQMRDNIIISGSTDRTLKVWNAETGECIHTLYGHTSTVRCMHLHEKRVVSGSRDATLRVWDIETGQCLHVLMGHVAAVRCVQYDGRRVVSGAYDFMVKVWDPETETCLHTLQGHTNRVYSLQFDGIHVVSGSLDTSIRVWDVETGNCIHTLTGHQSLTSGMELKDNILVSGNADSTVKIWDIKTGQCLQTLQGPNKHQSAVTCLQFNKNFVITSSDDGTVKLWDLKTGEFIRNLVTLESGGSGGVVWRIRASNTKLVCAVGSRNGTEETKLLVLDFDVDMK
MITF primary – human MITF inhibition, primary screen; inhibition, % at 2.6 µM; AlphaScreen MITF homodimerization, bead proximity signal; AID 1259374; O75030; 650,000 tested, 0.91% active; in the data active means inhibition above about 50%;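 further: 0% = vehicle wells with protein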
TEAD-YAP inh – TEAD-YAP interaction inhibition; inhibition, % at 9.12 µM; AID 1259422; HEK-TIYL cells, TEAD-Gal4/YAP UAS-luciferase luminescence; 640,000 tested, 1.4% active; in the data active means inhibition above about 32%;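 further: 0% = median of test compound wells and 100% = reference inhibitor wells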
* marks the source's active call; other numbers are inactive results.

compound	FBW7 activator	TEAD-YAP inh	MITF primary	GPR151 activ
CC1CCCN(c2nc3c(c(=O)[nH]2)CN(Cc2cccs2)CC3)C1 (centres undefined)	-0.2	-13	-1	1.1
CC(C)=C1C(=O)NN(c2ccc(I)cc2)C1=O	0.3	-1	3	1.3
CCc1cc(=O)[nH]c(-n2nc(C)cc2NC(=O)c2cccc(OC)c2OC)n1	0.1	9	20	0.7
CCn1c(SCC(N)=O)nnc1-c1ccoc1C	0.2	-3	3	1.3
CCN(CC(=O)NCc1ccco1)S(=O)(=O)c1ccc(Cl)cc1	0.2	-4	-5	2.4
COc1ccc(OC)c(-n2c(SCC#N)nc3c(sc(=S)n3-c3ccccc3)c2=O)c1	0.2	-9	-6	-0.5
O=C(/C=C/c1cccs1)Nc1ccc(Cl)c2ncsc12	0.1	87*	-10	1.1
CC(C)(C)C1CCc2c(sc3nc(NNC(=O)c4ccccc4)n(-c4ccccc4)c(=O)c23)C1 (centres undefined)	0.0	3	9	1.6
CCCC(C(=O)O)N1C(=O)C2C3C=CC(C3)C2C1=O (centres undefined)	-0.2	5	4	3.5
COCCn1c(SCC(=O)NC(C)c2ccccc2)nnc1-c1ccc(Cl)cc1 (centres undefined)	0.1	5	17	-0.8
O=c1c(C=Nc2ccc(F)cc2)c(C(F)(F)F)[nH]n1-c1ccccc1	-0.2	9	-18	-1.8
COc1ccccc1OCCNC(C)(C)C	0.0	0	42	1.8
Cc1cc(NC(=O)CSc2nc3ccsc3c(=O)n2-c2ccc(C)c(C)c2)no1	-0.1	4	-5	0.1
COc1ccc(C2(C(=O)NC(C)Cc3ccccc3)CCOCC2)cc1OC (centres undefined)	0.5	1	-4	0.3
O=[N+]([O-])c1ccc(N/N=C/c2ccc(Br)s2)c([N+](=O)[O-])c1	0.1	11	-6	0.9
CC(C)(C)c1ncn(-c2ccc(Nc3nccc(-c4cc(N5CCOCC5)nc(N5CCOCC5)n4)n3)cc2)n1	0.1	14	-8	1.4
COCCNC(=O)CCC1CCN(Cc2c(C)nc3sccn23)CC1	0.0	-2	1	4.2
O=C(Nc1ccc2[nH]ncc2c1)C1CCN(C(=O)[C@H](O)c2ccccc2)C1 (some centres undefined)	0.1	-2	9	0.6
COC(=O)c1c(NC(=O)c2ccccc2)sc2c1CC(C)(C)OC2	-0.1	-3	-1	1.3
CC(C)c1ccc(C(=O)NC(=S)Nc2ccccc2C(N)=O)cc1	0.0	-48	20	-0.7

(cont.)
compound	FBW7 activator	TEAD-YAP inh	MITF primary	GPR151 activ
N#C/C(=C\C=C\c1ccc([N+](=O)[O-])o1)c1nc2ccccc2[nH]1	0.4	59*	43	-1.2
COC(=O)c1c(N2C(N)=C(C#N)C(c3ccccc3)C3=C2CCCC3=O)sc2c1CCCC2 (centres undefined)	0.0	54*	-4	0.1
O=C(Nc1cc2ccccc2cc1NC(=O)c1ccccc1F)c1ccccc1F	-0.1	-43	6	0.2
N#C/C(=C\c1ccc(N2CCCC2)o1)C(=O)Nc1ccccc1I	-0.1	3	-5	0.8
CC(NC(=O)c1cccc2c1C(=O)N(Cc1cccnc1)C2)C12CC3CC(CC(C3)C1)C2 (centres undefined)	-0.2	-4	5	0.2
COc1ccc(C(N)C(=O)Nc2cc(F)c(-c3cn[nH]c3)cc2N2CCC(O)CC2)cc1 (centres undefined)	0.0	29	22	-0.8
CC(C(=O)Nc1cccc(C(F)(F)F)c1)N1C(=O)c2cccc3cccc1c23 (centres undefined)	0.9	5	14	0.1
COc1ccc(CCn2c(-c3ccc(F)cc3)csc2=Nc2cccc(C(F)(F)F)c2)cc1OC	0.1	0	13	0.0
CCC(=O)N1c2ccc(S(=O)(=O)CCC(=O)Nc3cccc(C)c3)cc2CC1C (centres undefined)	-0.1	2	-10	0.6
COc1cc(C#N)ccc1OCC(=O)Nc1cccc(Br)c1	0.0	-61	-2	0.4
N#C/C(=C(/O)COC(=O)c1cc(Br)ccc1O)c1nc2ccccc2[nH]1	0.1	10	9	-0.6
COc1cc([N+](=O)[O-])cc2[nH]c(-c3ccccc3)cc12	0.4	-23	13	0.4
Cc1ccc(CSc2nnc(NC(=O)C3=NNC(=O)CC3)s2)cc1	-0.1	-3	-4	-1.7
COc1ccc(S(=O)(=O)N(C)C)cc1Br	0.6	-9	8	-0.3
CCOCC(=O)N1CCN(c2cccc(Cl)c2)CC1	0.0	21	6	0.1
Cc1ccc(OCC(O)Cn2c(C3CC(=O)N(c4ccc(Cl)cc4)C3)nc3ccccc32)cc1 (centres undefined)	0.2	-6	9	3.9
COc1cc(NC(=O)CCn2c(=S)[nH]c3ccccc3c2=O)cc(OC)c1OC	1.0	11	15	-0.8
Cc1c(N2C(=O)c3ccc(F)cc3C2=O)c(=O)n(-c2ccccc2)n1C	0.6	0	1	0.3
CC1=C(C(=O)OCC2CCCO2)C(c2ccc(C)s2)C2=C(CC(c3cccs3)CC2=O)N1 (centres undefined)	0.4	8	-1	-1.4
COc1ccc(-c2nc3n(n2)C(c2ccccc2Cl)C2=C(CCCC2=O)N3)cc1OC (centres undefined)	0.1	-1	-20	-0.1

Part of the list above, field by field:
O=[N+]([O-])c1ccc(N/N=C/c2ccc(Br)s2)c([N+](=O)[O-])c1
- FBW7 activator = 0.1
- TEAD-YAP inh = 11
- MITF primary = -6
- GPR151 activ = 0.9

O=c1c(C=Nc2ccc(F)cc2)c(C(F)(F)F)[nH]n1-c1ccccc1
- FBW7 activator = -0.2
- TEAD-YAP inh = 9
- MITF primary = -18
- GPR151 activ = -1.8

CC(C)=C1C(=O)NN(c2ccc(I)cc2)C1=O
- FBW7 activator = 0.3
- TEAD-YAP inh = -1
- MITF primary = 3
- GPR151 activ = 1.3

Later entries:
compound	FBW7 activator	TEAD-YAP inh	MITF primary	GPR151 activ
Cc1ccccc1OC(=O)Nc1ccc(Cl)cc1	0.0	-3	-1	0.6
Cc1ccc(NC(=O)Cn2nnc(-c3ccccc3NC(=O)c3ccccc3C)n2)cc1	-0.1	-3	1	-0.3
CC1(C)CC(=O)C2=C(C1)Nc1ccccc1N(C(=O)c1ccccc1F)C2c1ccccc1OCc1ccccc1 (centres undefined)	0.1	17	14	1.3
O=C1Nc2c(S(=O)(=O)N3CCOCC3)cc(S(=O)(=O)N3CCOCC3)c3cccc1c23	0.3	3	17	0.2
Cc1cc(NC(=O)c2cc(Cl)ccn2)sn1	-0.8	-58	4	-2.9
COc1c(OC(C)=O)ccc(/C=N/NC(=O)COc2ccccc2C#N)c1[N+](=O)[O-]	-0.1	-1	-8	-1.2
C[C@@H]1NC(=O)[C@@H]2C[C@H](NC(=O)c3ccccc3Cl)CN2C1=O	0.0	-5	-2	1.7
Cn1cc(CCNC(=O)CCc2nnc(CCCCc3ccccc3)o2)cn1	0.1	5	-2	-0.2
O=C1c2cccnc2C(=O)N1CNc1ccc(Br)cc1	-0.1	6	18	-0.9
COc1cc(CN2CCc3ccccc3C2)cc([N+](=O)[O-])c1O	-0.1	-3	27	0.5
COc1ccc(C(=O)Nc2ccc(S(=O)(=O)NC(C)C)cc2)cc1	-0.2	-3	2	5.5*
O=C(O)c1cccc(NC(=O)C2CC=CCC2C(=O)O)c1 (centres undefined)	0.1	6	9	-0.7
C=CCNc1nc(Cl)nc(N(c2ccccc2)c2ccccc2)n1	0.1	8	13	-0.1
COc1cccc(OC)c1C(=O)Nn1c(C2CCCCC2)nc2ccccc2c1=O	0.4	12	10	-1.4
O=C(NCc1ccccc1)c1nnc(-c2ccccc2)o1	0.0	-47	7	0.8
O=C1C2C3C=CC(C3)C2C(=O)N1c1ccc(NCCc2ccccc2F)c([N+](=O)[O-])c1 (centres undefined)	0.6	7	6	-0.8
COc1ccccc1NC(=O)C1=C(C)NC(SC)=C(C#N)C1c1ccco1 (centres undefined)	0.7	-1	16	-0.2
Cc1cc(NC(=O)COCc2cc(-c3ccc4c(c3)OCO4)on2)no1	0.0	-2	7	-0.4
CCOCCCNC(=O)C1CCCN(S(=O)(=O)N(C)C2CCCCC2)C1 (centres undefined)	0.2	-4	-14	-0.3
O=C(Cn1nnc(-c2ccc(CN3CCOCC3)cc2)n1)N1CCCc2ccccc21	0.1	3	6	0.1

Structural class: the compounds so far with a furan ring, fused or not
compound	FBW7 activator	TEAD-YAP inh	MITF primary	GPR151 activ
CCn1c(SCC(N)=O)nnc1-c1ccoc1C	0.2	-3	3	1.3
CCN(CC(=O)NCc1ccco1)S(=O)(=O)c1ccc(Cl)cc1	0.2	-4	-5	2.4
N#C/C(=C\C=C\c1ccc([N+](=O)[O-])o1)c1nc2ccccc2[nH]1	0.4	59*	43	-1.2
N#C/C(=C\c1ccc(N2CCCC2)o1)C(=O)Nc1ccccc1I	-0.1	3	-5	0.8
COc1ccccc1NC(=O)C1=C(C)NC(SC)=C(C#N)C1c1ccco1 (centres undefined)	0.7	-1	16	-0.2

Remaining list, next part
compound	FBW7 activator	TEAD-YAP inh	MITF primary	GPR151 activ
CCCC(=O)Nc1ccc(S(=O)(=O)Nc2cc(OC)nc(OC)n2)cc1	0.2	-3	13	-0.1
Cc1ccc(CN[C@H]2C[C@H]3C(=O)N[C@@H](Cc4ccccc4)C(=O)N3C2)cc1C	-0.3	2	-11	0.2
Cc1ccc(C(=O)NCCc2csc(-c3cccnc3)n2)cc1	0.0	-20	9	-0.6
O=C(NCCOc1ccccc1)c1cccc(NCc2cccnc2)n1	-0.1	-30	0	-0.8
C=CCNC(=O)c1cc(-c2ccccc2)nc2ccccc12	0.0	8	7	-0.3
C=CCn1c(=O)c2c(nc3n(-c4ccc(Cl)cc4)c(C)c(C)n23)n(C)c1=O	0.3	11	12	-1.0
Cc1ccc(N(C(=O)c2csnn2)C(C(=O)NC(C)(C)C)c2ccccn2)c(C)c1 (centres undefined)	-0.1	-1	17	-0.7
Cc1c(C(C)NC(=O)CCc2cnccn2)cnn1-c1ccccn1 (centres undefined)	-0.1	-18	-5	-0.9
COCCOC(=O)C1=C(C)NC2=C(C(=O)CC(C)(C)C2)C1c1cccc(Cl)c1 (centres undefined)	0.1	1	11	-1.4
CC1(C)CC(CCNS(=O)(=O)CC23CCC(CC2=O)C3(C)C)CC(C)(C)N1 (centres undefined)	0.3	7	12	-0.8
O=C(CCC(=O)c1ccccc1)NCc1ccccc1	0.0	-5	0	0.0
COC(=O)c1c(NC(=O)CN2C(=O)c3ccccc3C2=O)sc(C(C)=O)c1C	0.2	-6	-15	-2.0
Cc1cc(C)nc(N/N=C/c2cccc(OCc3ccccc3)c2)n1	-0.3	1	15	-2.0
COCCNc1nc2nonc2nc1NCc1ccc(Cl)s1	-0.2	5	1	-2.7
CC(C)C(c1nnnn1Cc1cccs1)N1CCN(C2CCCCC2)CC1 (centres undefined)	-0.2	-7	6	-0.6
O=C1OC(c2ccc3c(c2)OCO3)=N/C1=C\c1cccc(F)c1	-0.1	-7	-1	-0.4
O=C(C[n+]1cn(C(F)F)c2ccccc21)c1ccc(Br)cc1	-0.2	-17	15	-2.2
CC(NS(=O)(=O)c1ccccc1Cl)c1ccncc1 (centres undefined)	-0.3	-1	1	1.1
CCc1ccc(CN2CCN(S(=O)(=O)c3ccc(F)cc3)CC2)cc1	0.6	0	47	0.6
CCCC12CC3CC(CC(N)(C3)C1)C2	0.3	2	-3	1.0

(listing goes on)
compound	FBW7 activator	TEAD-YAP inh	MITF primary	GPR151 activ
C=CCc1cc(/C=C/c2nc(O)c([N+](=O)[O-])c(=O)[nH]2)cc(OC)c1OC	0.1	7	8	-1.0
CCOc1ccccc1/C=C1/N=C(c2cccc([N+](=O)[O-])c2C)OC1=O	0.0	-3	9	4.4
Cc1ccc(-n2c(=O)cc(NCc3cccnc3)[nH]c2=O)cc1	-0.1	6	13	0.0
Cc1ccc(NCCNC(=O)c2cccs2)nn1	-0.1	5	-1	0.9
CC(C)N(C(=O)CSc1nnc(-c2cccnc2)o1)C(C)C	-0.1	-6	2	-0.1
Fc1cc(Br)ccc1N1N=C(c2ccc(Br)cc2)CC1c1ccc(Cl)cc1 (centres undefined)	0.0	1	-5	2.4
COc1ccccc1N1CCN(c2cc(N3CCN(S(C)(=O)=O)CC3)ccc2[N+](=O)[O-])CC1	-0.2	1	1	1.1
CCOC(=O)CSc1nnc2c(n1)[nH]c1ccc(CC)cc12	-0.1	3	20	0.7
COc1cc(C)nc(Oc2ccc(=O)[nH]n2)n1	-0.2	1	-23	-0.8
COc1cc2nc(CN(C)Cc3cc(C)no3)nc(N)c2cc1OC	0.2	-31	17	2.8
CCOC(=O)c1c(NC(=O)CSc2nnc(CNC(=O)c3ccco3)n2-c2cccc(C)c2)sc2c1CCC2	0.0	-4	-2	0.4
CCCC(=O)NCc1ccc(CNC(=O)CCC)cc1	0.2	0	-13	0.3
COc1ccc(CN2CCN(C3CCCC3)C(CCO)C2)cc1C (centres undefined)	-0.1	-3	10	-1.1
CCOC(=O)c1ccc(NC(=O)COc2ccc(C(=O)NCCc3ccccc3)cc2)cc1	0.1	-9	13	0.9
C/C(CC(=O)Nc1cccc(C(F)(F)F)c1)=N\NC(=O)c1ccncc1	-0.2	-3	-3	0.1
Cc1nc2c(cc1C(=O)N/N=C/c1ccc(N(C)C)cc1)c(=O)n(C)c(=O)n2C	0.6	-5	-12	0.0
OCCCc1nc2ccccc2n1CCc1ccccc1	0.0	3	2	0.2
Cc1ccc(OCC(=O)c2ccc(O)cc2O)cc1	-0.2	-4	2	-7.4

Screening results from PubChem.
